Tau fibril ThT: qHTS for Inhibitors of Tau Fibril Formation, Thioflavin T Binding; Microtubule-associated protein tau (Homo sapiens), P10636; recombinant tau K18 P301L, heparin-induced fibrillization, ThT fluorescence; Potency, µM (series often up to 57.4 µM), inactives show at the highest dose activity, negative = inhibition, hits mostly inhibitors; actives 2.1% (n = 270,000); AID 1460, 2008; also: nearly all actives have a fitted effect of over 55% in size
Target sequence (P10636 561-689 P618L limits assumed): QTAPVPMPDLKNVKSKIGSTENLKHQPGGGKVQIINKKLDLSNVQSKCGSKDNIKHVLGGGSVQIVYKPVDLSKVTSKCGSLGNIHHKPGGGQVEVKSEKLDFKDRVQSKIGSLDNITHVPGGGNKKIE
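Aggregation was driven by heparin (20 uM final) acting on recombinant tau […] bearing P301L in 100 mM sodium acetate pH 7; fibrils were detected with Thioflavin T.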
Tau fluor counter: Counterscreen qHTS for Inhibitors of Tau Fibril Formation, Fluorescence Polarization | tau K18 P301L (four-repeat tau fragment) Alexa594 fluorescence, heparin fibrillization | Potency, µM (doses to about 57.7 µM), for the others: at the top dose activity change, negative = decrease | actives 0.93% (n = 280,000); also: nearly all actives have a fitted effect of over 55% in size
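Human K18 P301L tau (15 uM unlabeled plus 0.24 uM Alexa 594-labeled, final) in 100 mM sodium acetate pH 7 was mixed with compound and 20 uM heparin and incubated 6 hr at 37 C.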
Tau FP inhib: qHTS for Inhibitors of Tau Fibril Formation, Fluorescence Polarization; actives 0.39% (n = 280,000); K18 P301L tau heparin fibrillization, Alexa594 FP, 6 h; Potency, µM (titrated, usually from 57.7 µM), for the others: top-dose activity, negative = inhibition, usual class: inhibitors; Microtubule-associated protein tau (Homo sapiens), P10636; also: nearly all actives have a fitted effect of over 55% in size
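Human K18 P301L fragment (15 uM unlabeled plus 0.24 uM Alexa 594-labeled) in 100 mM sodium acetate pH 7 with compound, aggregation induced by 20 uM heparin for 6 hr at 37 C. ThT (30 uM) added for 1 hr, then Alexa 594 FP read.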
* marks the source's active call; other numbers are inactive results; ? = inconclusive; [ ] = another dose, or the depositor's remark. Calls follow the shape of the dose curve; as a rule, active = well fitted curve in the direction sought with a large enough effect; inconclusive = small, poorly fitted or top-dose-only effect, or another doubt; inactive = no such curve, though single readings can be large; an effect the other way counts as inactive or inconclusive. % is scaled to controls: 0 for no effect and ±100 for the full control effect; potency is read from the fitted curve at half-maximal effect. Not all compounds are listed (hit frequency here may not be typical).

The first 2 entries (preview)
Every second line gives: Tau fibril ThT	Tau fluor counter	Tau FP inhib
- Cc1ccn2c(=O)cc(CSc3nnc(C)s3)nc2c1
  -1%	0%	0%
- CCn1c(C)c(C)c2cc(C(=O)N3CCN(c4ccccc4)CC3)ccc21
  -16%	-17%	2%

Results (from the top)
Every second line gives: Tau fibril ThT	Tau fluor counter	Tau FP inhib
- Cc1ccn2c(=O)cc(CSc3nnc(C)s3)nc2c1
  -1%	0%	0%
- CCn1c(C)c(C)c2cc(C(=O)N3CCN(c4ccccc4)CC3)ccc21
  -16%	-17%	2%
- Cc1ccccc1C(=O)Nc1nnc(S(=O)(=O)N2c3ccccc3CC2C)s1 (stereo not drawn)
  ?	-23%	-9%
- COc1ccc(NC(=O)c2cccn2-c2nnc(N3CCCCC3)s2)cc1Cl
  1%	?	-10%
- COc1ccc(C)cc1NC(=O)CN1C(=O)CCc2cc(S(=O)(=O)N3CCOCC3)ccc21
  -6%	-12%	7%
- O=C(CN1C(=O)COc2ccc(S(=O)(=O)Nc3ccccc3)cc21)Nc1cccc(Cl)c1
  19%	?	?
- O=C(Nc1ccc(S(=O)(=O)N(Cc2ccccc2)c2ccccc2)cc1)c1ccccc1F
  12%	-26%	?
- COc1ccc(NC(=O)C(C)N2Cc3ccccc3C2=O)cc1OC (stereo not drawn)
  2%	2%	0%
- Cc1ccc(Cn2cc(CCC(=O)NC3CCC(C)CC3)c3ccccc32)cc1 (stereo not drawn)
  -2%	-6%	3%
- COc1ccccc1Cc1nc2ccccc2nc1SCC(=O)N1CCCc2ccccc21
  -6%	-9%	1%
- CC1CCc2nn(CC(=O)Nc3cccc(C(F)(F)F)c3)c(=O)cc2C1 (stereo not drawn)
  -1%	-15%	3%
- CCCNc1ncnc2c1c(-c1ccccc1)cn2-c1ccccc1
  -18%	-11%	-3%
- COc1ccc(S(=O)(=O)NCC(c2ccco2)N2CCOCC2)cc1OC (stereo not drawn)
  -2%	-2%	-2%
- Cc1ccc(NC(=O)c2nc(S(C)(=O)=O)ncc2N(Cc2ccco2)Cc2cccs2)cc1C
  5%	-10%	-14%
- CN1CCN(C2(CNC(=O)COc3ccc(C(C)(C)C)cc3)CCCCC2)CC1
  -8%	-9%	6%
- CN(C)CCNC(=O)c1ccc(-n2c(-c3ccccc3)cc3c2CCCC3)cc1
  ?	-24%	-22%
- COCCCNC(=O)c1sc2nc3n(c(=O)c2c1C)CCC3
  ?	-8%	5%
- Cc1cccc(N2CCN(C(=O)c3noc4c3CCCCC4)CC2)c1C
  ?	-15%	0%
- COc1ccc(Cc2nc3ccc(C(=O)NCc4cc(Br)ccc4OC)cc3o2)cc1
  ?	?	-10%
- O=S(=O)(Nc1cccc(-c2ccc(N3CCOCC3)nn2)c1)c1ccccc1C(F)(F)F
  -5%	-16%	-6%
- Cc1cc2c(n1-c1ccc(C(=O)NCc3cccc(Br)c3)cc1)CCC(C)C2 (stereo not drawn)
  -11%	-6%	-9%
- COc1ccc(CCNC(=O)c2cnn(-c3cccc(C)c3)c2C2CCNCC2)cc1OC
  -11%	-7%	1%
- Cc1ccc(NC(=O)Cn2c(=O)c(C(F)(F)F)nc3ccccc32)cc1C
  17%	7%	1%
- COc1cc(NC(=O)CCS(=O)(=O)c2ccc(Br)cc2)cc(OC)c1
  -8%	-19%	-18%
- CCc1ccc(CNC(=O)c2cccc(-n3c(C)nc4cccnc43)c2)cc1
  9%	2%	0%
- Cc1cccc(C(=O)Nc2nnc(SCc3cc(=O)n4cccc(C)c4n3)s2)c1
  4%	5%	1%
- CN(Cc1ccccc1)c1ncnc2onc(-c3ccc(F)cc3)c12
  -8%	-26%	-6%
- Cc1cc(C)cc(NC(=O)N2CCC(N3CCN(Cc4ccccc4)C(=O)C3=O)CC2)c1
  7%	1%	6%
- COc1ccc(NC(=O)CN2C(=O)COc3ccc(S(=O)(=O)N4CCCCC4)cc32)cc1Cl
  -4%	?	?
- Cc1cc(-c2ccc(S(=O)(=O)Nc3ccc(Cl)cc3C)cc2)on1
  4%	?	?
- CCc1ccc(Nc2ncnc3sc4c(c23)CCCC4)cc1
  ?	-13%	3%
- Cc1c(C(=O)Nc2cccc(Cl)c2)oc2ccc(S(=O)(=O)N3CCOCC3)cc12
  5%	-21%	?
- CCCCc1nn2c(=O)cc(CN(CC)c3ccccc3)nc2s1
  ?	-21%	9%
- CCc1ccccc1NC(=O)CCC(=O)N1CC(C)Oc2ccc(C)cc21 (stereo not drawn)
  0%	2%	2%
- O=C(NCc1cccc(Br)c1)C1CCCCN1S(=O)(=O)c1ccc(F)cc1 (stereo not drawn)
  -1%	-17%	-9%
- CC(C)(C)C1CCc2nc(NC(=O)c3ccc([N+](=O)[O-])cc3)sc2C1 (stereo not drawn)
  3%	5%	-7%
- O=C(NCCS(=O)(=O)N1CCN(c2ccc(F)cc2)CC1)c1cccc(C(F)(F)F)c1
  14%	-11%	7%
- COc1ccccc1NC(=O)CSC1=Nc2ccccc2C2=NC(CC(=O)NCc3ccc4c(c3)OCO4)C(=O)N12 (stereo not drawn)
  1%	2%	12%
- CC(Oc1ccccc1)C(=O)Nc1ccc(C(=O)OCc2cc(=O)n3nc(C4CC4)sc3n2)cc1 (stereo not drawn)
  -6%	-9%	11%
- COc1ccc(CNC(=O)CSc2ncc3c(n2)-c2cc(Cl)ccc2N(Cc2ccccc2)S3(=O)=O)cc1
  18%	-21%	-7%
- Cc1cccc(C)c1NC(=O)Cn1c(SCC(=O)NCc2ccccc2)nc2ccccc21
  -4%	-7%	-5%
- CCc1ccc(CNC(=O)c2c3c(nc4ccccc24)C(=O)N(C2CCCCC2)C3)cc1
  ?	-10%	6%
- COc1cccc(NC(=O)c2csnn2)c1
  -12%	-9%	-8%
- Cc1cccc(C(c2sc3nc(-c4ccco4)nn3c2O)N2CCN(c3ccccc3)CC2)c1 (stereo not drawn)
  ?	?	-11%
- CCCCc1nn2c(=O)cc(COC(=O)c3cccc(NC(=O)c4cccc(C)c4)c3)nc2s1
  ?	-15%	3%
- CCc1cc(=O)[nH]c(SCc2nc(-c3ccccc3)no2)n1
  -2%	8%	10%
- CCOC(=O)C1CCN(C(c2cccc(F)c2)c2c(O)cc(C)n(CCOC)c2=O)CC1 (stereo not drawn)
  ?	-7%	-12%
- Cc1ccc(C)c(N2CCN(c3ccc(NC(=O)c4cccs4)cc3C(=O)O)CC2)c1
  -7%	-6%	2%
- COC(=O)c1ccc(NC(=O)CSc2nc(=O)[nH]c3c2CCCC3)cc1
  -17%	-11%	?
- CCOC(=O)c1c(C)[nH]c(C)c1S(=O)(=O)N1CCC(C(=O)Nc2ccc(C)cn2)CC1
  -11%	-19%	-3%
- Cc1nc(-c2ccc(F)cc2)sc1CCNC(=O)c1ccccc1C(F)(F)F
  -8%	-16%	0%
- Cc1ccc(C)c(N2CCN(C(=O)Cn3c(=O)c4cccn4c4ccc(F)cc43)CC2)c1
  ?	-15%	-10%
- Cc1cccc(CNC(=O)c2oc3c(c2C)-c2nn(Cc4cccc(Cl)c4)cc2CC3)c1
  4%	-12%	-4%
- Cc1ccc(C(=O)N2CCN(c3cccc(Cl)c3)CC2)cc1-n1c(C)nc2cccnc21
  -3%	4%	8%
- O=C(CSc1nc(=O)n(Cc2ccco2)c2c1CCC2)NCc1ccc(Cl)cc1
  -2%	3%	-4%
- COc1ccccc1NC(=O)COC(=O)CC(C)(C)CC1=NS(=O)(=O)c2ccccc2N1
  18%	2%	-6%
- Cc1nnc(N2CCC(C(=O)NCc3ccc(N(C)C)cc3)CC2)c2nn(-c3ccccc3)c(C)c12
  -16%	-11%	-1%
- COc1ccc(C(=O)Nc2nnc(S(=O)(=O)N3CCCCCC3)s2)cc1OC
  ?	-25%	-6%
- COc1ccc(NC(=O)CN2C(=O)COc3ccc(S(=O)(=O)N4CCOCC4)cc32)cc1Cl
  -5%	-20%	-6%
- CCS(=O)(=O)N1CC(=O)N(c2ccc(Cl)cc2C)C(C)(C(=O)NC2CCCCC2)C1 (stereo not drawn)
  1%	-7%	-6%

(list continues)
Every second line gives: Tau fibril ThT	Tau fluor counter	Tau FP inhib
- CC(C)C(=O)NC1CC(=O)N(c2ccc3c(c2)OCCO3)C1 (stereo not drawn)
  -14%	-7%	-8%
- COc1ccc(N2CCN(C(CNC(=O)C(=O)NCc3cccnc3)c3cccnc3)CC2)cc1 (stereo not drawn)
  -16%	-8%	8%
- CCOC(=O)c1cc(-c2ccccc2)n(CCC(=O)NCCc2cccc(C)c2)c1C
  ?	-14%	?
- CC(C)CCN(C(=O)Nc1ccc(Cl)c(Cl)c1)C1CCN(C(C)C)CC1
  -14%	-26%	-4%
- Cc1ccc(CNC(=O)c2cccn2-c2nnc(N3CCCCC3)s2)cc1
  -4%	-15%	-1%
- O=C(CSc1nc(-c2cccs2)nc2cc(=O)[nH]n12)Nc1ccccc1
  -15%	-6%	-5%
- O=C(c1cccs1)N1CCCc2cc(NS(=O)(=O)c3ccc(Cl)cc3)ccc21
  0%	-29%	0%
- CCOC(=O)c1noc2ncnc(N3CCN(c4cccc(Cl)c4)CC3)c12
  -18%	-24%	5%
- Cc1cc(O)c(C(c2cccc(Cl)c2)N2CCN(c3ccccc3)CC2)c(=O)n1Cc1ccco1 (stereo not drawn)
  ?	-2%	-4%
- COc1ccc(CCNC(=O)Cn2c(=O)nc(-c3ccccc3F)c3cc(Cl)ccc32)cc1OC
  -5%	-5%	0%
- Cc1cccc2sc(N3CCN(C(=O)CS(=O)(=O)c4ccc(F)cc4)CC3)nc12
  ?	-29%	-7%
- O=C(NC1CCCCC1)c1cc(Nc2cccc(C(F)(F)F)c2)nc2ccccc12
  8%	-24%	?
- CCOc1ccccc1CNC(=O)CCC(=O)N1CCSc2ccccc21
  -9%	-13%	-3%
- Cc1nc2cccnc2n1C1CCN(S(C)(=O)=O)CC1
  -3%	3%	2%
- COc1ccc(-c2cc3c(=O)n(CC(=O)Nc4ccc(Br)c(C)c4)ccn3n2)cc1OC
  -7%	-14%	-16%
- CC1CCN(S(=O)(=O)c2ccc3c(ccc(=O)n3CC(=O)NCc3ccc(Cl)cc3)c2)CC1
  -5%	?	-3%
- CCc1ccc(NC(=O)c2cnn(-c3c(C)cccc3C)c2C2CCN(C(=O)OC(C)(C)C)CC2)cc1
  -13%	-14%	-7%
- CCOc1ccc(OCC)c(NC(=O)C2CCN(c3nnc(-n4cccc4)s3)CC2)c1
  1%	-9%	-6%
- CC(C)(C)C(=O)NCC(c1ccc2c(c1)OCO2)N1CCOCC1 (stereo not drawn)
  8%	3%	0%
- CCCN1C(=O)C(O)(CC(=O)c2ccc(CC)cc2)c2cc(Br)ccc21 (stereo not drawn)
  -8%	-10%	4%
- COc1ccc(Cl)cc1C(=O)Nc1ccc2nc(Nc3cccc(Cl)c3)cc(C)c2c1
  ?	16µM*[quencher]	15%
- CCC(C)(C)NC(=O)C(NS(=O)(=O)c1cccs1)c1ccccc1 (stereo not drawn)
  6%	2%	-12%
- COC(=O)c1ccccc1NC(=O)c1nn(C)c2c1COc1ccccc1-2
  -13%	-7%	-5%
- CCC(CC)C(=O)Nc1cccc(-c2nc3ccccc3s2)c1
  -17%	?	?
- Cc1cccc(OCC(=O)NCc2ccc3c(c2)CCN3C(=O)c2ccc(Cl)cc2)c1
  13%	-1%	7%
- Cc1ccc(NC(=O)CSCc2cnn(-c3ccccc3)c2-n2cccc2)c(Cl)c1
  -17%	-22%	-2%
- CN1C(=O)C2(SCC(=O)N2c2ccc(F)cc2)c2ccccc21 (stereo not drawn)
  8%	11%	5%
- COc1cc(NC(=O)CSc2ncc3c(n2)-c2ccc(Cl)cc2N(Cc2ccccc2)S3(=O)=O)cc(OC)c1
  1%	-27%	?
- Cc1ccc(NC(=O)C2CCN(S(=O)(=O)c3ccc4c(c3)CCCC(=O)N4)CC2)c(Br)c1
  -5%	-8%	-5%
- COc1ccc(CNC(=O)CCS(=O)(=O)c2ccc3c(c2)oc(=O)n3C)cc1
  -1%	0%	2%
- COc1ccc(S(=O)(=O)NCCc2csc(-c3ccc(F)cc3)n2)cc1F
  -6%	?	-7%

An excerpt from above in order of the Tau fibril ThT value, smallest number first:
Structure	Tau fibril ThT
COc1ccc(CCNC(=O)c2cnn(-c3cccc(C)c3)c2C2CCNCC2)cc1OC	-11%
CCOc1ccccc1CNC(=O)CCC(=O)N1CCSc2ccccc21	-9%
COc1ccc(CCNC(=O)Cn2c(=O)nc(-c3ccccc3F)c3cc(Cl)ccc32)cc1OC	-5%
Cc1ccc(Cn2cc(CCC(=O)NC3CCC(C)CC3)c3ccccc32)cc1 (stereo not drawn)	-2%
O=C(NCc1cccc(Br)c1)C1CCCCN1S(=O)(=O)c1ccc(F)cc1 (stereo not drawn)	-1%
COc1cc(NC(=O)CSc2ncc3c(n2)-c2ccc(Cl)cc2N(Cc2ccccc2)S3(=O)=O)cc(OC)c1	1%
